Screening results from PubChem.
OX1R antag-1: OX1R (HCRTR1) antagonists, primary screen, fluorescence, CHO/OX1R cells, Fluo-8 calcium, orexin A. Fluo-8 calcium fluorescence. hit rate 0.43% among 330,000. inhibition, % at 5 µM. AID 434989, 2010;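 active = inhibition above its plate's threshold, mean inhibition of all tested compounds on the plate plus 3 SD, cut at about 37% in these data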;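 also: 0% = orexin A challenge wells and 100% = SB-334867-A antagonist wells; not every result past the cut was called active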
Target sequence (O43613 whole entry, looked up): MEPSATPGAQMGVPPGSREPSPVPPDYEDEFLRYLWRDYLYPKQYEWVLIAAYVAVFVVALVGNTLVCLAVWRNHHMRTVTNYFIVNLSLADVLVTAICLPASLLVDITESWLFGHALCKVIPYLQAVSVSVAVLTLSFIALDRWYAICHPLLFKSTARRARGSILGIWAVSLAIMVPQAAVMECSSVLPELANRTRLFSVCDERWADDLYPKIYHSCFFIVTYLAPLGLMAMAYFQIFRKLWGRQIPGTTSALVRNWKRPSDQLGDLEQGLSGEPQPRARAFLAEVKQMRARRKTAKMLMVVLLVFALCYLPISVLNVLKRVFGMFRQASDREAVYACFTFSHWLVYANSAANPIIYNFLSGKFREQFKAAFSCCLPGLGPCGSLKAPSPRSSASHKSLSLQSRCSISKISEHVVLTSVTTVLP
CHT allo act: CHT positive allosteric modulators, primary screen, cell-based, membrane potential dye, choline EC20. B-score at 10 µM. hit rate 0.49% among 310,000. AID 488977, 2010. CHT-expressing cells; active compounds read high; LV-AA mutant CHT in HEK293 cells;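 active = initial fluorescence not abnormally high and integrated response B-score, plate-corrected, over 3 SD above library mean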
Target sequence (Q9GZV3 whole entry, looked up): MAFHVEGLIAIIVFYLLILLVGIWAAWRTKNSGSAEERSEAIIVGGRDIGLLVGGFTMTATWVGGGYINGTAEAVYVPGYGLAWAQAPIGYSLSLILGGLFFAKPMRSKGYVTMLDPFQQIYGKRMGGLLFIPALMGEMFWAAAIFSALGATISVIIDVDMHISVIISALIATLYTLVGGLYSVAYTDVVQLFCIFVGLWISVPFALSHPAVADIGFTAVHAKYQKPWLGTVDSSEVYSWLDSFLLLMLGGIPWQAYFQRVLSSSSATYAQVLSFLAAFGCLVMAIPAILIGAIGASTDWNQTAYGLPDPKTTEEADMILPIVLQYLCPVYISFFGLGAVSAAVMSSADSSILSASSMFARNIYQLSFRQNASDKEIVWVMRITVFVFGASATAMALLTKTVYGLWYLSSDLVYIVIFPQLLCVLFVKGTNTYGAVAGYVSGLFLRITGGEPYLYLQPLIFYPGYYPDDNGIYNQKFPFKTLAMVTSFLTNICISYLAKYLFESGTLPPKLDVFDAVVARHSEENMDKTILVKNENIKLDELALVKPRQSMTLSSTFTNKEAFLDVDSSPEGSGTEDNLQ
OX1R antag-2: antagonists of human orexin 1 receptor (OX1R). AID 485270, 2010. OX1R-expressing cells, FRET antagonist read-out. hit rate 1.8% among 330,000. inhibition, % at 6.6 µM; in the data active = inhibition mostly above about 38%, no sharp cut-off; inactive = mostly below about 40%;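 also: 0% = agonist challenge alone and 100% = reference antagonist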
* = called active by the depositor; i = inactive; . = no result given.

SMILES | OX1R antag-1 | CHT allo act | OX1R antag-2
CC1CCCN(Cc2nc3c(c(=O)n(C)c(=O)n3C)n2CC(N)=O)C1 (centres undefined) | -1.8 | i | 5.6
COc1ccccc1-c1c(-c2ccc(O)cc2O)n[nH]c1C(F)(F)F | 8.8 | i | 20.6
CC(C)C[C@@H](CN=[N+]=[N-])N1CCN(C)CCC1=O | -17.3 | i | 30.2
O=C(O)/C=C/C(=O)c1ccc2c(c1)NC(=O)CO2 | 3.1 | i | 29.8
O=C(Cc1ccccc1)N/N=C/c1cccs1 | -10.6 | i | 47.1
CCOc1cc(/C=N/NC(=O)Cn2nc([N+](=O)[O-])cc2C)cc(Br)c1OCc1ccccc1F | -10.2 | i | 11.7
Cc1ccc(-c2ccc(SCC(=O)NC3CCCC3)nn2)cc1 | -5.5 | i | 0.5
O=C(COc1ccc(Cl)cc1)N(Cc1ccccc1)c1nc(-c2ccccc2)cs1 | 10.3 | i | 4.8
O=C(NC(=O)N1CCCCC1)c1ccccc1 | -4.8 | i | 9.6
Cn1c(=O)c2[nH]c(-c3ccc(S(=O)(=O)O)cc3)nc2n(C)c1=O | -12.9 | i | 20.0
O=C(CCC(=O)c1ccc(Cl)cc1)OCc1nc2ccsc2c(=O)[nH]1 | -27.2 | i | 7.7
O=C(CSc1nnc(-c2ccc(Cl)cc2)n1Cc1ccco1)c1cccs1 | -5.0 | i | 15.5
CN1CCN(c2ccccc2NC(=O)c2cccs2)CC1 | -10.9 | i | 10.9
COc1ccccc1CNC(=O)C(CCSC)NC(=O)C1CCC(C)CC1 (centres undefined) | -46.0 | i | 41.6
COc1ccc(CCN2C(=NC(=O)C(C)C)SC3CS(=O)(=O)CC32)cc1 (centres undefined) | -22.9 | i | 5.4
Cc1nc2scc(-c3cccs3)c2c(=O)n1-n1cccc1 | -32.0 | i | 19.8
COc1cc(OC)c2c(c1)C(=O)c1cc(OC)cc(OC)c1C2=O | -6.3 | i | 21.4
O=S(=O)(c1ccc2nc(-c3ccccc3)[nH]c2c1)N1CCN(c2cccc(Cl)c2)CC1 | -15.6 | i | 28.6
CCOC(=O)N1CCN(C(=O)CCS(=O)(=O)c2ccc3c(c2)CCN3C(=O)CC)CC1 | -22.4 | i | 16.4
N#CC(C#N)=C(Nc1ccc(F)cc1)SCc1cccc(Br)c1 | 35.8 | i | 56.2
COc1ccccc1Nc1nnc(SCC2CCCCO2)s1 (centres undefined) | -17.4 | i | 5.4
CNC(=O)c1c(NC(=O)c2ccc(N3C(=O)CCC3=O)cc2)sc2c1CCC(C)C2 (centres undefined) | -6.2 | i | 40.2
CCC(=O)Nc1sc2c(c1C#N)CCC2 | -4.1 | i | 25.8
CCN(C(=O)c1ccccc1)c1ccc([N+](=O)[O-])cc1 | -10.2 | i | 13.6
O=C(CN1CCN(c2ccc(O)cc2)CC1)Nc1cc([N+](=O)[O-])ccc1Cl | 8.5 | i | 79.1*
COc1ccc(OCc2cc(C(=O)NCCc3ccccc3)no2)c(Cl)c1 | -27.2 | i | 4.6
COc1ccccc1N(C(=O)c1cncc(Br)c1)c1nc(-c2ccc(C)cc2)cs1 | -19.1 | i | 12.9
COc1cc(/C=N/NC(=O)c2cncc(Br)c2)cc([N+](=O)[O-])c1O | -16.2 | i | 27.0
CN=C(Nc1cc(C)nn1CCC#N)c1ccccc1F | -3.4 | i | 12.8
COc1ccc(/C(O)=C2/C(=O)C(=O)N(CCCN(C)C)C2c2cccc(Cl)c2)cc1OC (centres undefined) | -7.0 | i | 13.0
O=C(CN1CCCN(S(=O)(=O)c2ccc(Br)s2)CC1)Nc1ccc(Cl)cc1 | 20.2 | i | 23.5
Cc1cc(C(=O)N/N=C/c2cn(C)nc2C)c2ccccc2n1 | -2.0 | i | 30.7
O=C(Cn1cnc([N+](=O)[O-])c1)c1ccc(F)cc1 | 8.0 | i | 22.2
O=C(Cn1ncn2c(cc3ccccc32)c1=O)NCc1ccco1 | -6.8 | i | 24.1
Cc1cc(C)n(-c2nc3nonc3nc2Nc2cccc(C)c2C)n1 | -12.2 | i | 9.9
Clc1ccc(-c2nc3ccccc3[nH]2)cn1 | -21.6 | i | 13.5
O=C(CNCc1cccc(Cl)c1)N1CCc2ccccc2C1 | -17.2 | i | -6.2
CCN(CC)S(=O)(=O)c1ccc(OC)c(N)c1 | -21.7 | i | 6.0
Cc1nc2sccn2c(=O)c1CCN1CCC(=C(c2ccc(F)cc2)c2ccc(F)cc2)CC1 | -40.9 | i | 16.4
COc1cccc(NC2C=CS(=O)(=O)C2)c1 (centres undefined) | -9.0 | i | 2.0
Cc1ccc(-c2c(C(=O)N/N=C/c3ccc4c(c3)OCO4)nnn2-c2nonc2N)cc1 | 46.4 | i | 74.2*
COc1ccc(CNC(=O)Cn2cc(C(F)(F)F)ccc2=O)cc1 | -18.5 | i | 7.1
Cc1cccc2cc(CN(Cc3ccco3)C(c3nnnn3CCc3ccccc3)C(C)C)c(=O)[nH]c12 (centres undefined) | -23.9 | i | 24.9
COC(=O)c1cn(NC(=O)Cn2nc([N+](=O)[O-])c(Br)c2C)c(=O)c2ccccc12 | -12.6 | i | 10.5
Cc1ccc(C)c(NC(=O)CSc2ncnc3nc[nH]c23)c1 | -19.2 | i | 7.4
CCN(C(=O)CSc1ccc(S(=O)(=O)N2CCOCC2)cn1)c1ccccc1 | -11.0 | . | 8.5
CCC1(C(=O)OC)NC(c2ccco2)C2C(=O)N(c3ccc(F)cc3)C(=O)C21 (centres undefined) | -13.2 | i | 5.5
CC(=O)Nc1ccc(NC(=O)c2cccc(Oc3ccccc3)c2)cc1 | -9.9 | i | 26.8
CCCC(=O)Nc1nc2c(OC)ccc(OC)c2s1 | -17.6 | i | 10.7
CCOC(=O)N1CCC(Nc2cccc(SC)c2)CC1 | -20.9 | i | 20.2
O=C(c1cnn2c1NC(c1ccco1)CC2C(F)(F)F)N1CCN(c2cccc(Cl)c2)CC1 (centres undefined) | -11.3 | i | 20.5
O=C(CCN1C(=O)C2C3C=CC(C3)C2C1=O)N1CC(=O)N(CCc2ccccc2)C(=O)C1 (centres undefined) | 1.9 | i | 7.5
COc1ccccc1NC(=O)CN1CCN(c2ccccc2F)CC1 | -22.5 | i | 9.7
Cc1ccccc1-c1nc(CS(=O)(=O)CC(=O)N2CCc3ccccc32)c(C)o1 | -10.2 | i | 3.4
Cc1nc(SCC(=O)NCC2CCCO2)c2cc(-c3ccccc3)sc2n1 (centres undefined) | -15.5 | . | 22.1
CN(C)c1ccc(C(=S)N2CCN(C(=S)Nc3ccccc3)CC2)cc1 | -12.7 | i | 19.6
CCOc1ccccc1C(=O)Nc1nnc(SCC(=O)N2CCOCC2)s1 | -15.0 | i | 11.4
COc1cc(C)c(C(=O)CSc2nnc(CNC(=O)c3ccco3)n2C)cc1C | -11.3 | i | 6.0
CCOC(=O)CN1CCc2c(C)nc3c(-c4ccc(OC)c(OC)c4)cnn3c21 | -30.9 | i | 5.8
CCn1c(SCC(=O)N2CCOCC2)nnc1C(C)NC(=O)c1ccccc1 (centres undefined) | -12.9 | i | 13.0
More entries follow:
SMILES | OX1R antag-1 | CHT allo act | OX1R antag-2
COc1ccc(C(CNC(=O)CN2C(=O)NC3(CCCC3)C2=O)N(C)C)cc1 (centres undefined) | 2.5 | i | 10.3
Cc1ccc(S(=O)(=O)NCC(=O)N(CC(=O)NC2CCCCC2)CC2CCCO2)cc1 (centres undefined) | -26.5 | i | 5.8
Oc1c(/C=N/c2ncn[nH]2)ccc2ccccc12 | -11.3 | i | -0.5
CNC(=O)CSc1nnc(-c2ccncc2)n1Cc1ccccc1 | -12.2 | i | -0.9
O=C(/C=C/NCc1cccnc1)C(F)(F)C(F)(F)F | -2.7 | i | 3.2
Cc1cc2c(cc(C(=O)N3CCC(C(=O)N4CCCC4)CC3)n2Cc2c(F)cccc2Cl)o1 | -33.5 | i | 2.0
Cc1ccc(NC(=O)CN2C(=O)CNC2=O)cc1 | -1.4 | i | 4.6
COc1ccc(-c2nc(CC(=O)Nc3cccc(S(=O)(=O)NC4=NCCC4)c3)cs2)cc1 | -11.2 | . | 1.1
Cc1cccnc1NC(N)=S | -17.1 | i | 14.9
N#CC1(c2nc3ccccc3[nH]2)CC1c1ccc2c(c1)OCO2 (centres undefined) | -24.7 | i | 14.7
COc1cc(NC(=O)COC(=O)CNC(=O)C23CC4CC(CC(C4)C2)C3)cc(OC)c1 | -14.6 | . | 5.1
O=C(N=Nc1c(O)[nH]c2ccccc12)c1cccs1 | 5.2 | i | 107.5*
COc1ccc(N(CC(=O)Nc2cccc(C)c2C)S(=O)(=O)c2c(C)[nH]c(=O)[nH]c2=O)cc1 | -3.4 | i | 23.1
CN1CCN(C(=O)c2ccc(C(F)(F)F)cc2)CC1 | 6.8 | i | -3.1
O=C(Nc1cccc(Cl)c1Cl)C1CCCC1 | -18.3 | i | 1.0

Exported with two lines to a compound: entries from further up.
Values run as follows: OX1R antag-1 | CHT allo act | OX1R antag-2
CN1CCN(C(=O)c2ccc(C(F)(F)F)cc2)CC1
→ 6.8 | i | -3.1
Cc1cc2c(cc(C(=O)N3CCC(C(=O)N4CCCC4)CC3)n2Cc2c(F)cccc2Cl)o1
→ -33.5 | i | 2.0

Next structures
SMILES | OX1R antag-1 | CHT allo act | OX1R antag-2
COc1ccc(C2(CNC(=O)CCC(=O)O)CCCC2)cc1 | -22.2 | i | 2.2
COc1ccc(C2=NN3C(C2)c2ccccc2OC32C(=O)N(C)c3ccccc32)cc1 (centres undefined) | -20.1 | i | 52.7
Cc1ccc(C)c(NC(=O)N2CCc3ccccc3C2)c1 | -14.3 | i | 13.2
CCOc1nc2cnccc2n(CC(=O)Nc2ccccc2F)c1=O | -22.3 | i | 1.7
CC(=O)c1sc(N/N=C2\CC3CC2C(C)C3(C)C)nc1C (centres undefined) | -10.5 | i | 37.2
Cc1ccc(OCC(=O)NCCNC(=O)c2ccncc2)cc1C | 0.5 | i | 6.8
COC(=O)C1(C(C[N+](=O)[O-])c2ccc(C)cc2)C(=O)NCC1c1ccco1 (centres undefined) | -14.7 | i | -0.5
CCOC(=O)N1CCN(C(=O)c2ccc3c(c2)N=C(C)c2cc(Cl)ccc2S3)CC1 | 1.7 | i | 10.5
COc1ccc(C(=O)N(CC(=O)NC(C)(C)C)c2ccc3c(c2)OCCO3)cc1OC | -15.6 | i | 5.6
Cc1sc2ncnc(N3CCC(C(=O)Nc4sc5c(c4C(N)=O)CCC(C)C5)CC3)c2c1C (centres undefined) | -31.3 | . | 7.9
COc1ccc2sc(N(CCCN(C)C)C(=O)c3ccc(S(=O)(=O)N4CCc5ccccc5C4)cc3)nc2c1 | -20.4 | i | 15.1
CN(C)c1nc(N/N=C/c2ccccc2O)nc(Nc2ccc(F)cc2)n1 | -47.1 | i | 18.6
CC(=O)OCCc1c2ccccc2c(CCCN(C)C)c2ccccc12 | -28.1 | i | 31.2

Filtered by structure: the compounds so far containing fluorine
SMILES | OX1R antag-1 | CHT allo act | OX1R antag-2
COc1ccccc1-c1c(-c2ccc(O)cc2O)n[nH]c1C(F)(F)F | 8.8 | i | 20.6
CCOc1cc(/C=N/NC(=O)Cn2nc([N+](=O)[O-])cc2C)cc(Br)c1OCc1ccccc1F | -10.2 | i | 11.7
N#CC(C#N)=C(Nc1ccc(F)cc1)SCc1cccc(Br)c1 | 35.8 | i | 56.2
CN=C(Nc1cc(C)nn1CCC#N)c1ccccc1F | -3.4 | i | 12.8
O=C(Cn1cnc([N+](=O)[O-])c1)c1ccc(F)cc1 | 8.0 | i | 22.2
Cc1nc2sccn2c(=O)c1CCN1CCC(=C(c2ccc(F)cc2)c2ccc(F)cc2)CC1 | -40.9 | i | 16.4
COc1ccc(CNC(=O)Cn2cc(C(F)(F)F)ccc2=O)cc1 | -18.5 | i | 7.1
CCC1(C(=O)OC)NC(c2ccco2)C2C(=O)N(c3ccc(F)cc3)C(=O)C21 (centres undefined) | -13.2 | i | 5.5
O=C(c1cnn2c1NC(c1ccco1)CC2C(F)(F)F)N1CCN(c2cccc(Cl)c2)CC1 (centres undefined) | -11.3 | i | 20.5
COc1ccccc1NC(=O)CN1CCN(c2ccccc2F)CC1 | -22.5 | i | 9.7
O=C(/C=C/NCc1cccnc1)C(F)(F)C(F)(F)F | -2.7 | i | 3.2
Cc1cc2c(cc(C(=O)N3CCC(C(=O)N4CCCC4)CC3)n2Cc2c(F)cccc2Cl)o1 | -33.5 | i | 2.0
CN1CCN(C(=O)c2ccc(C(F)(F)F)cc2)CC1 | 6.8 | i | -3.1
CCOc1nc2cnccc2n(CC(=O)Nc2ccccc2F)c1=O | -22.3 | i | 1.7
CN(C)c1nc(N/N=C/c2ccccc2O)nc(Nc2ccc(F)cc2)n1 | -47.1 | i | 18.6

Not a hit list. About 2.5% of those tested had a hit in this group.
